Screening results deposited in PubChem BioAssay by The Scripps Research Institute Molecular Screening Center.
PAFAH2 inh = PAFAH2 (human) inhibition. inhibition, % at 3.39 µM. hit rate 0.99% among 340,000. recombinant PAFAH2, FP-rhodamine activity probe, fluorescence polarization;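 active = inhibition above the mean over all tested compounds plus 3 SD, cut at about 30% in these data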;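 also: inhibitors block probe labeling of enzyme so polarization drops; 0% = enzyme with DMSO and 100% = wells lacking PAFAH2 protein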
HCV core dimer = blocks dimerization of HCV core protein; TR-FRET GST/Flag-core106 dimerization, 1536-well; inhibition, % at 5 µM; hit rate 0.33% among 300,000; AID 1899;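 active = inhibition above the mean of all tested compounds plus 3 SD, set per screening campaign, cut at about 45% in these data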
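Assay system – GST-tagged and Flag-tagged HCV core protein residues 1-106 · Quantity – core106 proteins, GST 13.5 nM and Flag 17 nM · Benchmarks – unlabelled core106 and no-GST-core106 wells · Read-out basis – percent inhibition of core106 dimerization signal · Detection – time-resolved FRET, ex 340 nm, em 617 and 671 nm · Schedule – 4 h at 22.5 °C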
AHR activator = human AHR activation; activation, % at 5 µM; hit rate 2.5% among 320,000; AHR-responsive luciferase reporter cells, luminescence; in the data active = activation above about 47%;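 also: 0% = vehicle wells and 100% = reference agonist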
TPT1 inh = blocks Candida albicans tRNA 2'-phosphotransferase; recombinant caTPT1, FP RNA substrate dephosphorylation; inhibition, % at 5 µM; hit rate 0.81% among 300,000;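 active = inhibition above the mean of all tested compounds plus 3 SD, set per screening campaign, cut at about 24% in these data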;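 also: plate controls were DMSO alone for no effect and ferristatin control at 100 nM for full effect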
Fh CTSL1 inh = counter-screen for PFM18AAP inhibitors: inhibitors of F. hepatica cathepsin L1 | recombinant F. hepatica cathepsin L1, Z-Leu-Arg-MCA fluorescence | hit rate 0.49% among 300,000 | AID 1906 | inhibition, % at 5.96 µM;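 active = inhibition above the mean of all tested compounds plus 3 SD, set per screening campaign, cut at about 17% in these data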;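 also: 0% = plate median of test compound wells and 100% = 1 µM Z-Phe-Ala-diazomethylketone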
PP5 inh = inhibitors of human protein phosphatase 5 (PP5). purified PP5c, OMFP substrate fluorescence. hit rate 0.18% among 320,000. P53041. inhibition, % at 6.7 µM;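 active = inhibition above the campaign's mean inhibition across all tested compounds plus 3 SD, cut at about 9.5% in these data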;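 also: 0% = DMSO only and 100% = 100 µM cantharidin control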
PP1 counter = counter-screen for PP5 inhibitors: inhibitors of human PP1-alpha | purified PP1alpha, OMFP fluorescence | hit rate 0.9% among 320,000 | inhibition, % at 6.7 µM | P62136;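 active = inhibition above the mean inhibition of all tested compounds plus 3 SD, computed separately for each screening campaign, cut at about 15% in these data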
Target sequence (P62136 whole entry, looked up): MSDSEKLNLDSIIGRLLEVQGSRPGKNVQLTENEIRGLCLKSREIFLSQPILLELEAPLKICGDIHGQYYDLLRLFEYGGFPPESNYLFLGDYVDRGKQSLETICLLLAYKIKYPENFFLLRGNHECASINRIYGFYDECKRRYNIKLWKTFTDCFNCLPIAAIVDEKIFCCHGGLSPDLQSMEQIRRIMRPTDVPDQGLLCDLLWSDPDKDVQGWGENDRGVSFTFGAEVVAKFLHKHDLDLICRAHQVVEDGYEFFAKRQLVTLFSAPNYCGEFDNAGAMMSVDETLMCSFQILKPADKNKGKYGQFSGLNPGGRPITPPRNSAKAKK
proCasp7 act = counter-screen: procaspase-7 (human) activation; AID 463210; P55210; recombinant procaspase-7, Ac-DEVD-pNA absorbance 405 nm; D23A/D198A/D206A triple mutant, cannot self-cleave; scale: DMSO 0, 5 µM enzyme 100; hit rate 0.093% among 330,000; activation, % at 8.5 µM;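 active = percent activation above the screen-wide mean plus 3 SD, cut at about 25% in these data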
Target sequence (P55210 whole entry D23A/D198A/D206A): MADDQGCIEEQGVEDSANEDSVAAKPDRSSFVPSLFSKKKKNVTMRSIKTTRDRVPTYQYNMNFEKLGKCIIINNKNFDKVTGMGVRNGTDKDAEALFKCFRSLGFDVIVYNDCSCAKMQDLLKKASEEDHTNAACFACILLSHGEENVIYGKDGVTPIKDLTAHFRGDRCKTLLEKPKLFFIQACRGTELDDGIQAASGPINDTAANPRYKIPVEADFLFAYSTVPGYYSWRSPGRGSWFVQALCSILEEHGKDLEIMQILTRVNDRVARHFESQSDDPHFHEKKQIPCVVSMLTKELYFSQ
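Assay system – Uncleavable procaspase-7 mutant enzyme · Quantity – 2 µM procaspase-7 mutant as dispensed · Times – 1 h preincubation, 2 h reaction · Dosing – single nominal 8.5 µM compound dose, 0.8% DMSO final · Buffer or medium – Zinc-free 50 mM HEPES buffer, pH 7.4, with NaCl and Triton X-100 · Detection – Epi-absorbance of released pNA at 405 nm, two timepoints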
proCasp3 act = activators of human procaspase-3; P42574; recombinant procaspase-3 D3A, Ac-DEVD-pNA absorbance 405 nm; activation, % at 8.5 µM; hit rate 0.11% among 330,000; AID 463141;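 active = activation above the mean of all tested compounds plus 3 SD, cut at about 21% in these data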;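 also: 0% = DMSO alone and 100% = DMSO wells spiked with extra 5 µM PC-3 D3A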
Target sequence (P42574 whole entry D9A/D28A/D175A): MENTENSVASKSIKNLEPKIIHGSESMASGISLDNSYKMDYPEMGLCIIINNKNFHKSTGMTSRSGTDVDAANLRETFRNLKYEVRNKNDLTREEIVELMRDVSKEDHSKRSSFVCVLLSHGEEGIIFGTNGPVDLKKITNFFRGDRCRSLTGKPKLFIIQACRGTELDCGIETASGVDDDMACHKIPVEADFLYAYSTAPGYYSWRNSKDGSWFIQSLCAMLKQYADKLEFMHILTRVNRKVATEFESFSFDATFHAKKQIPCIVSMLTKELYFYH
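Assay system: Autoprocessing-dead procaspase-3 D3A mutant enzyme; also added: Ac-DEVD-pNA; doses: one concentration, 8.5 µM nominal, 0.8% DMSO; times: 1 h compound preincubation, 2 h substrate hydrolysis at 25 °C; technique: 405 nm absorbance of p-nitroaniline, reads at 0 and 120 min; measure: % activation between DMSO and enzyme-spiked controls; repeats: single replicate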
* hit, by the source's call; · = no result given.

SMILES | PAFAH2 inh | HCV core dimer | AHR activator | TPT1 inh | Fh CTSL1 inh | PP5 inh | PP1 counter | proCasp7 act | proCasp3 act
OCC1(Cc2cccc(C(F)(F)F)c2)CCN(Cc2cc3ccccc3o2)CC1 | 8 | -8 | -2 | -2 | -1 | 5.5 | 3 | -7 | 13
COCC(O)CSc1nc(C)[nH]c1[N+](=O)[O-] (stereo not drawn) | -4 | -6 | 0 | 2 | -1 | 0.0 | 0 | -7 | -5
Cc1ccc(C(=O)CN2/C(=C(\O)c3ccccc3)C(=O)c3ccccc3S2(=O)=O)c(C)c1 | 0 | 12 | 0 | -4 | 2 | 2.7 | 15 | -10 | 0
CCNc1cc(Nc2c(C)n(C)n(-c3ccccc3)c2=O)c([N+](=O)[O-])c2nonc12 | 3 | 0 | -1 | -1 | 6 | 0.4 | 2 | 1 | -10
O=[N+]([O-])c1ccc(Nc2ccccc2)c2nonc12 | -2 | -10 | 2 | 25* | 9 | 6.6 | 0 | -16 | -7
Fc1ccc(Sc2cc(Cl)c(-c3ccccc3)nn2)cc1 | 0 | 6 | 3 | -4 | 0 | 0.2 | 1 | 12 | 9
CC(C)CCNC(=O)C(c1ccncc1)N(Cc1cccs1)C(=O)Cn1nnc(-c2ccc(F)cc2)n1 (stereo not drawn) | 40* | 14 | 6 | 2 | 5 | 3.6 | 6 | -10 | -1
CCOc1ccc(S(=O)(=O)N2CCC(C(=O)NCc3cccnc3)CC2)cc1Cl | 1 | 6 | 0 | -2 | 1 | 4.1 | 0 | 2 | -5
Cc1ccc(O)c(NC(=O)CSc2n[nH]c(-c3ccccc3)n2)c1 | 6 | -5 | 8 | -1 | 0 | 2.0 | -3 | 6 | 3
Oc1cc(-c2ccccc2)c2ccccc2c1 | 3 | 6 | 4 | -2 | -8 | 5.0 | 2 | 13 | -3
Cc1ccccc1OCC(=O)NCCNC(=O)c1ccncc1 | -1 | -7 | 13 | -2 | -9 | -2.7 | 8 | -2 | -9
O=C(c1ccoc1)N1CCCC(CO)(CCCc2ccccc2)C1 (stereo not drawn) | -4 | 6 | 3 | -4 | -2 | 1.1 | 2 | 3 | 7
CCCCOc1ccc(C(=O)NNC(=S)NC(=O)CC)cc1 | 2 | -6 | -1 | 0 | -2 | 1.8 | -2 | -1 | -8
COc1ccccc1CC(=O)OCC(=O)N1CCN(c2ccc(F)cc2)CC1 | 0 | · | -1 | · | · | · | · | 5 | -6
CCCc1cc(=O)oc2cc(OCc3ccc(OC)cc3)c(Cl)cc12 | -9 | 8 | -11 | -1 | 4 | -1.9 | 1 | -7 | 1
CC1CN(CCCCOc2ccc(Cl)c3ccccc23)CC(C)O1 (stereo not drawn) | 0 | -4 | 30 | 3 | 1 | -0.1 | 5 | -2 | -4
COCCNC(=O)Cn1nc(C(F)(F)F)c(Cl)c1C | 5 | -10 | 10 | -3 | 3 | -0.3 | -2 | 5 | 1
O=C(NCC1CCCO1)C1CCCN(S(=O)(=O)c2cc(Cl)ccc2Cl)C1 (stereo not drawn) | 12 | -7 | 1 | 0 | 0 | 2.3 | -2 | 6 | 8
C=CCOC(=O)C(C#N)c1nc2ccccc2nc1N1CCN(Cc2ccccc2)CC1 (stereo not drawn) | -3 | 13 | 4 | 0 | 2 | 3.1 | -1 | -12 | -10
CC1CN(C(=O)CN2C(=O)NC(C)(c3ccccc3)C2=O)CC(C)O1 (stereo not drawn) | 0 | -1 | -1 | -3 | 0 | 0.1 | -3 | 5 | 10
Cc1ccc(-c2nnn(CC(=O)NCC3CC3)n2)o1 | -2 | 0 | 3 | -2 | -1 | 0.4 | 4 | -7 | 0
O=S1(=O)N=C(N/N=C/c2cccs2)c2ccccc21 | -2 | 0 | 2 | 0 | 4 | 3.7 | -1 | 1 | 7
O=C(NCCCn1ccnc1)c1csc2ccccc12 | -4 | -6 | 52* | -5 | -1 | -0.3 | -3 | 10 | 8
COCCC(=O)N1CCC(Oc2ccc(C(=O)N3CCC(N(C)C)C3)cc2)CC1 (stereo not drawn) | 5 | 9 | 0 | 0 | 11 | 2.7 | -9 | 11 | 0
COc1ccc(C(C)=O)cc1CSCc1cc(C(C)=O)ccc1OC | 15 | -3 | 10 | 0 | -2 | 0.6 | 0 | 0 | 9
C[C@H](CO)N1C[C@H](C)[C@@H](CN(C)C(=O)Nc2ccc(C(F)(F)F)cc2)Oc2ccc(NC(=O)Nc3ccc4c(c3)OCO4)cc2C1=O | 9 | · | 2 | · | · | · | · | 10 | -3
COc1c(OC(C)=O)ccc(/C=C/c2ccc3ccccc3n2)c1[N+](=O)[O-] | 4 | -9 | -2 | -2 | 2 | 3.8 | 0 | 7 | 4
Cc1nn(C(=O)c2nn(C)cc2[N+](=O)[O-])c(C)c1Br | 1 | 3 | 1 | -3 | 0 | 0.6 | -4 | 3 | 1
COc1ccc(C2=NOC(Cn3nc(-c4ccccc4)cc3C(=O)NCc3cccc(Br)c3)C2)cc1 (stereo not drawn) | -41 | · | 0 | · | · | · | · | 5 | 4
O=C(Nc1ccccc1C(=O)NCc1ccco1)c1ccco1 | -1 | 0 | 1 | 1 | 3 | 1.8 | -1 | -2 | -3

Compound profiles, as listed above:
CCNc1cc(Nc2c(C)n(C)n(-c3ccccc3)c2=O)c([N+](=O)[O-])c2nonc12 as listed: PAFAH2 inh: 3; HCV core dimer: 0; AHR activator: -1; TPT1 inh: -1; Fh CTSL1 inh: 6; PP5 inh: 0.4; PP1 counter: 2; proCasp7 act: 1; proCasp3 act: -10
COc1ccccc1CC(=O)OCC(=O)N1CCN(c2ccc(F)cc2)CC1 as listed: PAFAH2 inh: 0; HCV core dimer: ·; AHR activator: -1; TPT1 inh: ·; Fh CTSL1 inh: ·; PP5 inh: ·; PP1 counter: ·; proCasp7 act: 5; proCasp3 act: -6

Following part
SMILES | PAFAH2 inh | HCV core dimer | AHR activator | TPT1 inh | Fh CTSL1 inh | PP5 inh | PP1 counter | proCasp7 act | proCasp3 act
CCN1C(=O)[C@H]2[C@@H](c3ccc(-c4cc(C(C)=O)cs4)cc3)N[C@@](Cc3ccccc3)(C(=O)OC)[C@H]2C1=O | 1 | · | -1 | · | · | · | · | 1 | 0
C=C1CCC(OC(C)=O)C2(C)CCC3C(C)C(=O)OC3C12O (stereo not drawn) | 4 | 0 | 0 | -5 | 0 | -0.5 | -3 | -1 | 4
CN(CC(=O)Nc1ccccc1Cl)C(=O)C1CSC2(C)CCC(=O)N12 (stereo not drawn) | 1 | · | 1 | · | · | -1.4 | 1 | -8 | 7
COCCn1c(=O)[nH]c2cc(C(=O)Nc3cccc(C(C)=O)c3)ccc2c1=O | -6 | 3 | 3 | -2 | 6 | 1.0 | -2 | -4 | 2
O=c1cc(CSc2ccccc2)[nH]c2ccccc12 | 0 | 3 | 14 | 0 | 2 | -0.2 | 2 | 8 | -1
O=C(Cc1cccs1)N1CCN(c2cccc(Cl)c2)CC1 | 1 | 22 | 3 | -5 | 1 | 2.1 | -3 | -6 | 6
Cc1ccc(NC(=S)NC(C)(C)C)c([N+](=O)[O-])c1 | 8 | -1 | 0 | -1 | -3 | -0.1 | -2 | 1 | 3
O=C(Cn1ccc([N+](=O)[O-])n1)c1ccccc1 | 7 | -2 | 4 | -4 | 3 | 1.7 | -1 | 1 | -1
O=C(CNC(=O)c1cccs1)NCC(=O)OCc1ccccc1Cl | 2 | -4 | 2 | 3 | -19 | 0.8 | -4 | 18 | 2
CS(=O)(=O)N1CCc2cc(C(=O)NC3CC3)ccc21 | 1 | -5 | 0 | -2 | -2 | 0.1 | 2 | 8 | 1
CC1(C)C/C(=C(/C#N)C(N)=O)CCO1 | 6 | -4 | 2 | -1 | -2 | 0.3 | 6 | -1 | -5
CCOC(=O)N1CCN(C(=O)c2cn(C)c3ccc(S(=O)(=O)N4CCOCC4)cc3c2=O)CC1 | -4 | -6 | 2 | 0 | 2 | -2.1 | -2 | 1 | 7
Cc1ccc2c(CSc3nnc(N)s3)cc(=O)oc2c1 | 2 | 19 | 7 | 6 | 1 | -1.7 | -1 | 0 | -4
COc1cc(OC)c(OC)cc1C#N | 3 | 0 | 2 | -2 | -3 | 2.5 | -7 | 13 | 2
Oc1c(C=NCc2ccncc2)sc2ccccc12 | · | -12 | 28 | 3 | 5 | -0.5 | 1 | -25 | -29
COc1cc2sc(-c3ccc(S(C)(=O)=O)cc3)c(-c3ccc4c(c3)OCO4)c2cc1OC | -6 | · | 9 | · | · | · | · | 10 | 9
CCOC(=O)C1(CCCc2ccccc2)CCN(S(C)(=O)=O)CC1 | -2 | 1 | 2 | 3 | -4 | 4.2 | 3 | -5 | 0
Cc1cc(C)c(S(=O)(=O)NCC2CCC(C(=O)NCc3ccccn3)CC2)c(C)c1 (stereo not drawn) | 8 | 10 | 2 | 1 | -9 | 3.0 | -8 | 4 | -7
CCc1n[nH]c2c1/C(=N/O)CCC2 | 3 | 2 | -1 | -4 | 2 | -2.2 | -1 | 1 | 2
COc1ccc(N2C(=O)CCC(C(=O)O)C2c2ccc(OC)c(OC)c2)cc1 (stereo not drawn) | -1 | -4 | 0 | 0 | -1 | -0.7 | -4 | 5 | 2
COc1cc(C=O)ccc1OCCCOc1ccc([N+](=O)[O-])cc1 | -1 | 14 | -2 | 3 | 4 | 1.3 | 2 | 8 | -5
Cc1c(C=NCCOCc2ccccc2)cnn1C | -1 | -2 | 1 | 1 | 14 | -0.8 | -6 | 6 | -4
CN(C)c1cccc(C(=O)OC(C(=O)Nc2ccc(Cl)cc2C(F)(F)F)c2ccccc2)c1 (stereo not drawn) | 3 | 1 | 2 | 0 | -1 | 3.1 | 4 | 17 | 12
COCCN(C(=O)COC(=O)C1=COCCO1)c1c(N)n(Cc2ccccc2)c(=O)[nH]c1=O | 4 | 1 | 1 | -2 | -4 | 2.8 | -3 | 2 | -8
Cc1c(NC(=O)COc2ncnc3ccccc23)c(=O)n(-c2ccccc2)n1C | 3 | -10 | 3 | 0 | 1 | 0.5 | -2 | 7 | -3
COc1ccc(-n2nnnc2CNC(=O)c2ccc3ccccc3c2)cc1 | 2 | 0 | 5 | -1 | -2 | 1.0 | -1 | 0 | 2
O=C(CCCc1ccccc1)NCCCN1CCOCC1 | -2 | -5 | 1 | 1 | -3 | 2.7 | -7 | -2 | 0
Cc1c(Br)cc(C(=O)N2CCCC2)c(C)c1C | -1 | -2 | 5 | 2 | -2 | 2.9 | 2 | 7 | -3
CCc1nnc(NCn2nc(C)cc2C)s1 | -5 | -1 | 1 | -4 | 0 | 3.2 | -5 | 4 | 6
O=C(Nc1ccc2c(c1)OCO2)Nc1ccc2c(c1)OCO2 | 1 | 10 | 106* | -2 | 2 | 1.0 | -4 | -16 | -11
Cc1nnc(N2CCCCC2)c2ccccc12 | -2 | -2 | -2 | -1 | 3 | 0.5 | 2 | 7 | -6
Brc1ccc(-c2noc(-c3ccccn3)n2)o1 | 0 | 1 | 101* | 2 | 2 | -1.0 | 1 | -4 | 1
